High-throughput results from PubChem BioAssay.
S3 lipid droplet: qHTS Assay for Lipid Storage Modulators in Drosophila S3 Cells. Drosophila S3 cells, BODIPY lipid droplet fluorescence, 18-24 h; cells fed with added oleic acid. Potency in µM for hits, for the others lipid storage change, negative = inhibition, % at the top dose, mostly 46.1 µM. hit rate 0.64% among 320,000. AID 2685; active = well fitted inhibition curve with a large enough effect in the signal ratio, with a control signal flat, not every such curve was filed as active; inconclusive = small, poorly fitted or top-dose-only effect, or effect the other way, or a change in a side signal; the % refers to the signal ratio
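Drosophila S3 cells got compounds at several concentrations plus oleic acid (400 uM solution). Laser-scanning cytometry with 488 nm excitation read lipid droplets at 500-530 nm and cells at 575-640 nm. Percent activity was relative to 20 uM Triacsin C.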
S3 lipid droplet cell count max: also measured in S3 lipid droplet; calls as there; cell number change, %; measured here: cell count max response;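 cells counted by Cell Tracker Red CMTPX staining in the red channel; peak over a dose series mostly up to 46.1 µM; percent activity relative to internal control wells on each plate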
* hit, by the source's call; i = inactive; ? = inconclusive; nt = not tested or not shown. % is scaled to controls: 0 for no effect and ±100 for the full control effect; potency is read from the fitted curve at half-maximal effect. These rows are one share of the data (hit frequency here may not be typical).

SMILES	S3 lipid droplet	S3 lipid droplet cell count max
COc1c(/C=N/NC(=O)c2ccccc2O)c(CCN(C)C(C)=O)cc2c1OCO2	?	nt
Cc1ccc(-c2nnc(SCc3ccc(C#N)cc3)n2Cc2ccco2)cc1	?	nt
COc1cc(/C=C2\C(=O)ON=C2c2ccccc2)cc(Cl)c1O	?	nt
CCCNC(=O)c1cc(-c2ccc(OC)cc2)on1	?	nt
C=CCNC(=O)C(=O)NCC(c1ccc2c(c1)OCO2)N1CCOCC1 (configuration not stated)	-17.3%	-0.6
NCC[C@H](O)C(=O)N[C@@H]1C[C@H](N)[C@@H](O[C@H]2O[C@H](CN)[C@@H](O)[C@H](O)[C@H]2O)[C@H](O)[C@H]1O[C@H]1O[C@H](CO)[C@@H](O)[C@H](N)[C@H]1O	15.8%	4.8
COc1cccc(C2=CC(=O)CC(C)(C)C2)c1OC	7.5%	-5.5
Cc1ccnc(NS(=O)(=O)c2ccc(CC(C)C)cc2)c1	?	nt
CC(C)n1c(C(F)(F)F)nc2cc(C(=O)N3CCCCC3)ccc21	-4.0%	3.3
Cc1cc(NC(=O)c2cccs2)ccc1NC(=O)Cc1ccccc1	?	nt
O=C(NCCc1ccc(Cl)cc1)C1CCC(=O)N1C1CCCC1 (configuration not stated)	-27.0%	-4.6
CC(C)Cn1c(N)c(C(=O)CSc2nccn2C)c(=O)n(C)c1=O	?	nt
Cc1ccc(CSc2nnc(-c3cccnc3)o2)cc1	?	nt
CCN(CC(=O)NCc1ccc(F)cc1)C(=O)COc1ccc(C)c(C)c1	11.3%	12.3
C=CCOc1ccc(C2=NO[C@@H]3[C@@H]4C[C@@H]([C@H]5C(=O)N(C)C(=O)[C@@H]45)[C@H]23)cc1	?	nt
CCOc1cc2c(C#N)c(N3CCCCC3)nc(N)c2c(N)n1	?	nt
NC(=O)NC1NC(=O)NC1=O (configuration not stated)	14.8%	1.5
Cc1ccc(NC(=O)COC(=O)c2ccc3c(c2)OCO3)c(C)c1	?	nt
O=C(CCNC(=O)Cn1ccc2ccccc2c1=O)NCCN1CCN(c2cccc(Cl)c2)CC1	i	nt
CCCCCCC1CCC(c2nc(-c3ccncc3)no2)CC1 (configuration not stated)	?	nt
CCN(CC)CCn1cnc2c1c(=O)n(CCOC(=O)c1cc(OC)c(OC)c(OC)c1)c(=O)n2C	?	nt
CCn1c(SCC(=O)NCc2ccccc2)nnc1-c1ccccc1O	?	nt
COC(=O)c1ccc(CN2C(=O)c3ccccc3C2=O)cc1	?	nt
CC1(C)NC(=O)N(CC(=O)OCC(=O)Nc2cc(S(=O)(=O)N3CCCCCC3)ccc2Cl)C1=O	0.0%	6.6

Molecules listed so far containing nitrogen in an aromatic ring, in the order listed:
SMILES	S3 lipid droplet	S3 lipid droplet cell count max
Cc1ccc(-c2nnc(SCc3ccc(C#N)cc3)n2Cc2ccco2)cc1	?	nt
CCCNC(=O)c1cc(-c2ccc(OC)cc2)on1	?	nt
Cc1ccnc(NS(=O)(=O)c2ccc(CC(C)C)cc2)c1	?	nt
CC(C)n1c(C(F)(F)F)nc2cc(C(=O)N3CCCCC3)ccc21	-4.0%	3.3
CC(C)Cn1c(N)c(C(=O)CSc2nccn2C)c(=O)n(C)c1=O	?	nt
Cc1ccc(CSc2nnc(-c3cccnc3)o2)cc1	?	nt
CCOc1cc2c(C#N)c(N3CCCCC3)nc(N)c2c(N)n1	?	nt
O=C(CCNC(=O)Cn1ccc2ccccc2c1=O)NCCN1CCN(c2cccc(Cl)c2)CC1	i	nt
CCCCCCC1CCC(c2nc(-c3ccncc3)no2)CC1 (configuration not stated)	?	nt
CCN(CC)CCn1cnc2c1c(=O)n(CCOC(=O)c1cc(OC)c(OC)c(OC)c1)c(=O)n2C	?	nt
CCn1c(SCC(=O)NCc2ccccc2)nnc1-c1ccccc1O	?	nt

Remaining list, next part.
SMILES	S3 lipid droplet	S3 lipid droplet cell count max
CCc1ccc(NS(=O)(=O)c2c(C)nc3sc(CC)nn3c2=O)cc1	i	20.7
CCC(=O)NNc1nc2c(C)c(C)ccc2s1	?	nt
CCC(Oc1ccccc1)C(=O)Nc1ccccc1C(=O)N1CCN(C)CC1 (configuration not stated)	13.7%	19.6
C[C@@]12CCC3[C@@](CCC4[C@@]3(C)CCC[C@@]4(C)C(=O)NC3CCCCC3)(CC1=O)C2 (some centres not stated)	?	nt
Cc1cnc(CN2CCc3c([nH]c4ccccc34)C2C2CCCCC2)[nH]1 (configuration not stated)	-7.1%	5.1
COc1ccccc1N(C)S(=O)(=O)c1ccc(C(=O)OCC(=O)c2c[nH]c3ccccc23)cc1	?	nt
COC(=O)c1ccc(COC(=O)CNC(=O)CNC(=O)c2ccc(C)cc2)cc1	-18.5%	8.1
O=C(CNC(=O)COc1ccccc1)NCc1cccnc1	?	nt
CSc1ccc(-c2nc(O)c3cnccn23)cc1	-0.4%	5.8
CC(C)(C)NC(=O)c1ccc(COc2ccccc2Br)o1	-12.0%	-0.6
Oc1ccccc1CNc1ccc(Br)cn1	7.4%	-7.5
O=S(=O)(c1cccc2nsnc12)N1CCN(c2ncccn2)CC1	?	nt
O=C(OC1CCOC1=O)c1cccc(S(=O)(=O)Nc2ccc(F)cc2)c1 (configuration not stated)	?	nt
Nn1c(SCC(=O)Nc2ccc(OC(F)F)cc2)nnc(Cc2ccccc2)c1=O	?	nt
CCc1ccccc1NC(=O)C(CC)Sc1nc2cc3c(cc2c(=O)n1Cc1ccco1)OCO3 (configuration not stated)	?	nt
CCOCCCNC(=O)/C(C#N)=C/c1ccc(C(=O)OC)cc1	4.6%	nt
COC(=O)C(C)Sc1snnc1-c1ccccc1 (configuration not stated)	?	nt
Cn1cnc2cc(NC(=O)c3ccc(Cl)cc3)ccc21	11.7%	-0.4
COc1ccccc1CNC(=O)COC(=O)Cc1c[nH]c2ccccc12	?	nt
Cn1ncc(Br)c1C(=O)N1CCc2ccccc21	?	nt
COc1ccc(-c2cc(-c3nnc(COC(=O)C4CC4)o3)c3ccccc3n2)cc1OC	14.2%	nt
NC(=O)COc1ccc(NC(=O)c2ccccc2-c2ccccc2)cc1	?	nt
CCc1[nH]nc(C(=O)NC2CCCN(Cc3ccccc3F)C2)c1C (configuration not stated)	i	-10.5
COC(=O)c1sccc1NC(=S)Nc1cc(C)ccc1OC	5.0%	nt
COc1ccc(CC(=O)Nc2ccc(NC(=O)c3ccccc3F)cc2)cc1	-0.5%	9.0
COc1cc(C(=O)Oc2cccc(Nc3ncnc4ccccc34)c2)cc(OC)c1OC	-20.7%	-19.9
COC(=O)c1ccc(NC(=O)CC2C(=O)N(C)C(=S)N2Cc2ccc(S(N)(=O)=O)cc2)cc1 (configuration not stated)	5.9%	3.8
COc1ccc2cc(C(=O)C3CCCN(C(=O)c4cnccn4)C3)ccc2c1 (configuration not stated)	-2.0%	1.3
O=C(Cc1csc(NC(=O)Nc2cccc(Cl)c2)n1)NCc1ccccn1	?	nt
Cc1ccc(C(=O)NCCCNC(=O)Cc2ccccc2)cn1	?	nt
CCc1nnc(NC(=O)CSc2nnc(Cc3cc(=O)[nH]c(=O)[nH]3)n2-c2ccc(OC)cc2)s1	-5.6%	-17.1
CCCCCCN(C(=O)CCCCCN1C(=O)NC(c2cccc([N+](=O)[O-])c2)C(C(=O)OCc2ccccc2)=C1C)C(C(=O)NCCCC)c1ccc(OCC(=O)OC)c(C(=O)OC)c1 (configuration not stated)	14.8%	6.9
O=C(NCC(c1ccco1)N1CCc2ccccc2C1)c1ccc(Cl)cc1 (configuration not stated)	27.9%	nt
CCOc1ccc(NC(=O)c2ccccc2NC(=O)c2cccnc2)cc1	?	nt
CC(=O)c1c[nH]c2ccc(C)cc2c1=O	?	nt
O=C(Cn1ncn2c(cc3ccccc32)c1=O)NCCc1cccs1	?	nt
CCC(C)(C)n1nnnc1C(C(C)C)N1CCC(C(N)=O)CC1 (configuration not stated)	0.1%	-11.5
COc1cc(C(F)(F)F)c(C(=O)NCc2cccc(Cl)c2)cn1	-1.4%	10.1
COc1ccc(C(=O)NNC(=O)COc2ccc(Cl)cc2)c(OC)c1	i	5.0
CCSC(=O)NC12CC3CC(CC(C3)C1)C2	-0.8%	-5.9
Cn1c(N)c(S(=O)(=O)NCc2ccc(Cl)cc2)c(=O)n(C)c1=O	?	nt
CCCCN(C(=O)CN1CCOCC1)c1c(N)n(CC(C)C)c(=O)[nH]c1=O	0.3%	4.3
O=C(/C=C/c1ccc(F)cc1)N1CCN(c2ncccn2)CC1	-0.4%	20.7
CCN(CC)c1ccc(C=NCCNS(=O)(=O)c2ccc(C)cc2)cc1	i	12.2
COc1ccc(C(=O)Nc2ccccc2C(=O)NC(Cc2c[nH]c3ccccc23)C(=O)O)cc1 (configuration not stated)	18.6%	2.3
COC(=O)c1sc(=S)n(-c2cccc(Cl)c2)c1N	10.6%	-15.4
CSc1ccc(/C=C/C(=O)c2ccc(O)cc2)cc1	?	nt
CCCCc1cc(=O)oc2c(CN3CCCC3)c(O)ccc12	5.0%	-5.6
CCOC(=O)Cn1c(=O)c2c(nc3n2CCN3c2ccc(C)cc2)n(C)c1=O	?	nt
O=C(N/N=C/c1ccccc1F)c1ccc(COc2ccccc2Cl)o1	?	nt
O=C(N/N=C/c1cccc2ccccc12)c1ccncc1	1.1%	0.2
CCN1C(=O)[C@H]2[C@@H](c3ccc(C)cc3)N3C(=O)N(c4cccc(C)c4)C(=O)[C@@]3(Cc3ccccc3)[C@H]2C1=O	?	nt
COCCNC(=O)CSc1nc2cc3c(cc2c(=O)n1Cc1ccco1)OCO3	?	nt
O=C(COc1ccc(F)cc1)NN1C(=O)CSC1=S	?	nt
Cc1cc(=O)oc(C)c1C(=O)NCC1COc2ccccc2O1 (configuration not stated)	?	nt
CC(NC(=O)Cc1ccc(NS(=O)(=O)c2cccc(C(F)(F)F)c2)cc1)c1ccccn1 (configuration not stated)	i	3.3
COc1ccc(CN2C(=O)CCCc3ccccc32)cc1	2.3%	0.1
Nc1nc(-c2ccco2)nn1S(=O)(=O)c1ccc(Cl)cc1	-6.3%	-5.1
O=C(CNC(=O)c1ccccc1)OCC(=O)N1N=C(c2ccc(Cl)cc2)CC1c1ccco1 (configuration not stated)	?	nt
CCOC(=O)c1[nH]c(C)c(C(=O)NCCN2CCOCC2)c1C	?	nt

Carrying on:
SMILES	S3 lipid droplet	S3 lipid droplet cell count max
CC(OC(=O)c1cc(-c2cccnc2)nc2ccccc12)C(=O)Nc1ccc2ccccc2c1 (configuration not stated)	?	nt
CC(C)(C)SCCNC(=O)CN(c1ccc(F)cc1)S(C)(=O)=O	-15.2%	nt
CC1CCN(C(=O)C2CCN(CCCc3ccccc3)CC2)CC1	?	nt
COc1ccc(-n2nc(C(=O)NCC(=O)NCCC3=CCCCC3)c3ccccc3c2=O)c(OC)c1	?	nt
Cc1ccc(CNC(=O)CCc2nc3ccccc3c(=O)[nH]2)cc1	?	nt
O=S(=O)(c1ccccc1F)N1CCN(C(=S)NCc2ccccc2)CC1	?	nt
COc1ccc(NC(=S)NCc2ccccc2Cl)c(OC)c1	-17.8%	3.4
CCN(CC)c1ccc(NC(=O)CCNS(=O)(=O)c2ccc3c(c2)CCC(=O)N3)c(C)c1	?	nt
COc1ccc(N2CC(O)=C(c3nc(C)cs3)C2=N)cc1	3.1%	2.9
COc1cc(S(=O)(=O)NCC2COCCO2)ccc1-n1cnnn1 (configuration not stated)	?	nt
CC(C)Cn1c(N)c(C(=O)CSc2nnnn2C)c(=O)n(C)c1=O	?	nt
COc1cccc(CNC(=O)Cn2ncc3c(=O)oc4ccccc4c32)c1	-4.9%	-1.7
C=CCn1c(-c2cccs2)nc2nc3ccccc3nc21	?	nt
CC(=O)N(c1ccc(C(C)C)cc1)C1C=CS(=O)(=O)C1 (configuration not stated)	i	-4.7
CN(CCC#N)C(=O)COC(=O)c1nn(-c2ccccc2)c(=O)c2ccccc12	12.7%	nt
O=C(Cc1c[nH]c2ccccc12)Nc1ccccc1N1CCOCC1	?	nt
COc1cc(C)c(Cl)c(C)c1S(=O)(=O)NCc1cccnc1	?	nt
COc1ccc(-n2c(Cc3cccn3C)nnc2SCC(=O)Nc2ccc3c(c2)OCO3)cc1	22.6%	1.3
Cc1ccc(-c2c(C(=O)N/N=C/c3ccc(C)o3)nnn2-c2nonc2N)cc1	2.06µM*	-11.5*
COc1ccc(NC(=O)CC(C)=O)c(OC)c1	?	nt
NS(=O)(=O)c1ccc(NC(=O)COC(=O)C23CC4CC(CC(C4)C2)C3)cc1	?	nt
O=C(CN1CCN(c2ccccc2O)CC1)Nc1ccc(S(=O)(=O)N2CCCCCC2)cc1	?	nt
Cc1ccc(NC(=S)NNC(=O)c2cn(C)nc2C)cc1	?	nt
N#Cc1c(N)c(C#N)c(-c2ccc(O)cc2)c2c1CCCC2	?	nt
CC(C)CC(=O)Nc1c(C(=O)N2CCN(Cc3ccccc3)CC2)oc2ccccc12	?	nt
COc1cccc(NC(=S)N(CCCN2CCCC2)Cc2ccco2)c1	?	nt
COC(=O)c1ccccc1NC(=O)Cn1nc(C(F)(F)F)c2c1CCC2	11.4%	-17.4
